FUS yeast rescue – FUS proteinopathy suppression in yeast; 0.24% of 390,000 active; S. cerevisiae FUS-expressing, growth rescue, OD600, 24 h; Potency, µM (titrated, usually from 76.6 µM), inactives show top-dose growth rescue (activation), hits mostly activators;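 note: plate controls were DMSO vehicle for no effect and reference control for full effect; nearly all actives have a fitted effect of over 55% in size; some results filed as inactive show a strong effect at the top dose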
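Read-out: OD at 600 nm after 24hr at 30C, reporting rescue of FUS-induced yeast toxicity. Cells at OD 0.005 in galactose (2%) minimal medium; compounds tested in a dilution series; CP55940 titration from 92uM final as control.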
Abeta yeast res – restores growth of yeast expressing A-beta42 peptide; Potency, µM (top dose mostly 46.1 µM), inactives show at the highest dose growth rescue, actives largely listed as activators; 0.063% of 410,000 active; AID 1347071; yeast expressing A-beta42, growth rescue, OD600, 48 h; response scale: 0% DMSO, 100% iron-clioquinol control; note: nearly all actives have a fitted effect of over 55% in size
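Growth rescue measured by 600 nm absorbance after 48 h yeast culture at 30 C with compound. Values normalized between DMSO and an equimolar ferric chloride plus clioquinol control.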
Numbers without * were called inactive; ? = inconclusive; [ ] = remark or other dose. Calls come from the whole dose curve; as a rule, active = well fitted activation curve with a large enough effect; inconclusive = small, poorly fitted or top-dose-only effect; inactive = no such curve, though single readings can be large or run the other way. Potency is the fitted concentration of half-maximal effect. These rows are one share of the data; rates above refer to the full screens.

Structure	Abeta yeast res	FUS yeast rescue
COc1ccccc1NC(=O)C1=C(C)Nc2nc(-c3ccco3)nn2C1c1cccc(C)c1 (centres undefined)	2%	17%
Cc1cccc(Nc2c(-c3ccsc3)nc3nc(C)cc(C)n23)c1	-11%	-8%
CCCCn1c(=O)c2oc3ccccc3c2n(CC(=O)Nc2cc(C)ccc2C)c1=O	2%	-19%
Cc1ccc(C(=O)Nc2c(C(=O)NCc3ccc(Cl)cc3)sc3nc(C)cc(C)c23)cc1	-6%	-14%
COCCc1nn2c(=O)cc(COC(=O)c3ccc(OC)c(OC)c3)nc2s1	-23%	6%
COc1ccc(-c2nc(SCC(=O)NC3CCCC3)c(-c3ccc(F)cc3)[nH]2)cc1	-10%	-20%
CSc1ccc(CCNC(=O)Cn2nc(C)n3c(cc4sccc43)c2=O)cc1	-11%	-30%
CC(C)NS(=O)(=O)c1ccc(OCC(=O)N2CCN(c3ccccc3F)CC2)cc1	-10%	34%
COc1ccc(C(=O)Nc2ccc3c(c2)N(C2CCCC2)C(=O)c2ccccc2S3)cc1OC	-11%	35%
Cc1c2cnn(-c3ccccc3)c(=O)c2c(C)n1CC(=O)N1CCN(c2ccc(F)cc2)CC1	8%	13%
CCOc1ccccc1N(C)C(=O)Cn1nc(Cc2cccnc2)c2ccccc2c1=O	0%	8%
COc1cc(C2c3c(-c4cc(C)ccc4O)n[nH]c3C(=O)N2Cc2cccnc2)cc(OC)c1OC (centres undefined)	7%	4%
Cc1ccc2c(c1)-c1c(cnn1CC(=O)Nc1ccccc1C#N)CO2	-6%	6%
O=S(=O)(Nc1cccc(C(F)(F)F)c1)c1ccc(NS(=O)(=O)c2ccc3c(c2)OCCO3)cc1	12%	?
CCOc1ccc(CCNC(=O)c2cccc(-n3c(C)nc4cccnc43)c2)cc1	-3%	15%
COc1ccccc1CNC(=O)c1cnc(N2CCCC2)nc1C	-2%	-4%
COc1cccc(-n2c(=O)c3c(C)c(C(=O)N(C)C)sc3n(CC(=O)Nc3ccc(C)cc3Cl)c2=O)c1	-1%	23%
CNS(=O)(=O)c1cn(CC(=O)N2CCN(c3ccccc3OC)CC2)cc1S(=O)(=O)NC	-15%	9%
O=C(CN1C(=O)C2CCCCN2c2ccc(C(=O)N3CCCC3)cc21)NCc1ccccc1 (centres undefined)	-9%	9%
CCCCc1nn2c(=O)cc(COC(=O)c3ccc(NC(=O)c4ccccc4Cl)cc3)nc2s1	-6%	19%

(continued)
Structure	Abeta yeast res	FUS yeast rescue
COc1ccc(CNc2nc(-c3ccco3)nn2C(=O)c2ccccc2C)cc1	-4%	4%
CCc1ccc(-c2cn3c(n2)sc2cc(C(=O)NCC(C)c4ccccc4)ccc23)cc1 (centres undefined)	4%	-6%
CCOC(=O)c1c(S(=O)(=O)N2CCC(C(=O)Nc3ncccc3C)CC2)c(C)n(C)c1C	-1%	-11%
COc1cccc(N2C(=O)N(Cc3ccc(C#N)cc3)c3ccccc3S2(=O)=O)c1	2%	?
Cc1ccc(C(=O)Oc2cc(-c3ccc4c(c3)OCO4)cc(=O)c3c(C)oc(C)c23)cc1	-10%	?
C=Cc1ccc(Cn2c(=O)cc(C)c3c(C)nn(C)c32)cc1	-7%	18%
CC(C)Oc1ccc(CNC(=O)c2ccc3c(c2)N(Cc2ccc(F)cc2)CCS3)cc1	-6%	9%
CCN(C(=O)CSc1nc(-c2ccccc2)no1)c1ccccc1	-26%	16%
CCOC(=O)c1cnc2c(C)cccc2c1Nc1ccc(OC(C)C)cc1	-12%	-11%
Cc1cccc(NC(=O)c2c(C)oc3ncn(CC(C)C)c(=O)c23)n1	-17%	11%
O=C(NCCOCCn1c(=O)oc2ccccc21)Nc1ccc(Cl)cc1	-9%	-11%
COc1ccc(OC)c(NC(=O)N2CC(C)Oc3ccc(C)cc32)c1 (centres undefined)	2%	42%
CCOC(=O)c1noc2nc(C)n(CC(=O)NC(C)CC)c(=O)c12 (centres undefined)	-31%	-17%
Nc1c(C(=O)c2ccc(F)cc2)sc(Nc2ccccc2F)c1S(=O)(=O)c1ccc(Br)cc1	7%	32%
Cc1cccc(C(=O)Nc2ccc(C(=O)OCc3cc(=O)n4c(C)csc4n3)cc2)c1	-18%	31%
Cc1oc2ncn(C)c(=O)c2c1C(=O)NCCCN(Cc1ccccc1)C(C)C	-2%	2%
O=C1c2[nH]nc(-c3ccccc3O)c2C(c2cccc(Cl)c2)N1Cc1cccnc1 (centres undefined)	-12%	-10%
CCOC(=O)N1CCC(NC(=O)c2cnn(-c3cccc(Cl)c3C)c2C2CCN(C(=O)OC(C)(C)C)CC2)CC1	3%	20%
COc1ccc(-c2nn(-c3ccccc3)cc2C2NC(=O)NC(C)=C2C(=O)OC(C)C)cc1OC (centres undefined)	-11%	20%
Cc1ccc2c(c1)c1c(c(=O)n(-c3cccc(Cl)c3)c(=O)n1CC(=O)Nc1c(C)cccc1C)n2C	-1%	-3%

More compounds
Structure	Abeta yeast res	FUS yeast rescue
CCOc1ccc(C(=O)Nc2ccc(S(=O)(=O)N(Cc3ccccc3)c3ccccc3)cc2)cc1	-14%	-5%
Cc1ccc(C)c(NC(=O)CSc2nc(=O)n(Cc3ccncc3)c3c2CCC3)c1	-5%	12%
COc1cccc(C(=O)Nc2c(C(=O)c3ccc(F)cc3)oc3ccccc23)c1	-22%	-4%
CCOC(=O)c1c(-c2ccccc2)csc1NC(=O)c1nc(S(=O)(=O)CC)ncc1Cl	-9%	14%
O=C(NCC(c1ccccc1)c1ccccc1)c1nn(-c2ccccc2F)nc1CO	-16%	0%
CCC1CCCCN1S(=O)(=O)c1ccc(NC(=O)c2nc(SC)ncc2Cl)cc1 (centres undefined)	-2%	?
Cc1nc2c(-c3ccc(F)cc3)c(C)nn2c(C)c1CCC(=O)NCc1cccc(Cl)c1	-13%	-27%
CCOc1ccc(C(=O)c2cn(Cc3cccc(OC)c3)c3cc4c(cc3c2=O)OCO4)cc1	5%	8%
O=C(CN1C(=O)COc2ccc(S(=O)(=O)N3CCCC3)cc21)N1CCN(c2cccc(C(F)(F)F)c2)CC1	-17%	-11%
CSc1cccc(Nc2cc(C(=O)NCCc3ccc(Cl)cc3)c3ccccc3n2)c1	-1%	5%
COc1cccc(NC(=O)CSc2nc(=O)n(Cc3ccco3)c3c2CCC3)c1	-4%	?
Cn1c(=O)[nH]c2cc(-c3noc(-c4ccc(F)cc4)n3)ccc21	-3%	-18%
CCCn1c(=O)c2sccc2n2c(CCCC(=O)Nc3ccccc3OCC)nnc12	4%	8%
Cn1ccc2c(OCC(=O)NCc3ccccc3)cccc2c1=O	-7%	5%
COc1ccc(CCNC(=O)c2sc3nc4n(c(=O)c3c2C)CCCC4)cc1OC	-9%	6%
Cc1ccc(Cl)cc1NC(=O)N1CCN(C)c2ncccc21	2%	-22%
Cc1ccc(Cl)cc1N1CCN(C(=O)c2c(C)oc3ncnc(N4CCCCC4)c23)CC1	-17%	?
Cn1c(=O)n(C)c2cc(NS(=O)(=O)c3ccccc3)c(NCc3ccccc3)cc21	5%	2%
COc1ccc(NC(=O)CSc2c3c(nc4ccc(Cl)cc24)CCCC3)cc1Cl	-3%	30%
COc1ccc(CNC(=O)CCCN2C(=O)CCn3nc(-c4cn(C)c5ccccc45)cc32)cc1	-5%	31%

Next part.
Structure	Abeta yeast res	FUS yeast rescue
Cc1cc2n(n1)CCC(=O)N2Cc1ccc(C(=O)Nc2cccc(C(F)(F)F)c2)cc1	-16%	27%
CCn1c(CNC(=O)C23CC4CC(CC(C4)C2)C3)nnc1SCC(=O)Nc1ccc(OC)cc1	-8%	36%
O=C(Cn1ncn2nc(-c3cccs3)cc2c1=O)NCc1ccc(Cl)cc1	-2%	-12%
COc1ccc(N2CCN(C(=O)c3sc4nc5n(c(=O)c4c3C)CCC5)CC2)cc1	-40%	7%
CC(C)c1ccc(/C=C(\C#N)c2nc(-c3cc4ccccc4oc3=O)cs2)cc1	-13%	-8%
COC(=O)c1ccc(Cl)cc1NC(=O)N1CCCn2nc(C)cc21	-10%	-8%
Cc1ccccc1-n1cc(-c2ccccc2)nc1SCC(=O)Nc1ccc(F)cc1	4%	29%
Cc1cccc(-c2nc3c4ccccc4nc(NCc4ccc(F)cc4)n3n2)c1	-15%	0%
COc1ccc(-c2noc(CN(C(=O)c3ccccc3Cl)C(C)C)n2)cc1	-7%	-5%
CCC(Sc1nc2ncccc2[nH]1)C(=O)Nc1cccc(OC)c1 (centres undefined)	6%	-2%
COc1ccc(C(=O)N=c2sc3cc(Cl)ccc3n2C)cc1	-21%	-19%
CC(C)(C)NC(=O)c1cnn2c(C(F)F)cc(-c3ccccc3)nc12	-5%	-4%
Cc1nc2c(c(C)nn2-c2ccccc2)c(C)c1CCC(=O)NCc1ccccc1	2%	-1%
Cc1cc(C)n(-c2nnc(Nc3ccc(C)c(Cl)c3)c3ccccc23)n1	-13%	-4%
Cc1n[nH]c(C)c1S(=O)(=O)N(CC(=O)Nc1ccc(C(F)(F)F)cc1)c1ccc(C(C)C)cc1	-4%	9%
CC(=O)c1ccc(NC(=O)Cn2ncc3c(C)n(Cc4ccc(F)cc4)c(C)c3c2=O)cc1	12%	-20%
CCCc1cc(=O)[nH]c(Nc2cccc(Cl)c2Cl)n1	-21%	15%
O=C(NCCn1cc(SCc2ccc(C(F)(F)F)cc2)c2ccccc21)c1cccs1	-6%	?
Cc1ccc(SCc2nc(-c3ccc(C(=O)Nc4cc(C)ccc4C)cc3)oc2C)cc1	-8%	-14%
COc1ccc(CCNC(=O)NCc2noc3ccc(C)cc23)c(OC)c1	-2%	-8%

Arranged by molar mass (lowest first): some entries from above
Structure	Abeta yeast res	FUS yeast rescue
COc1ccc(-c2noc(CN(C(=O)c3ccccc3Cl)C(C)C)n2)cc1	-7%	-5%
COc1ccc(N2CCN(C(=O)c3sc4nc5n(c(=O)c4c3C)CCC5)CC2)cc1	-40%	7%
Cc1n[nH]c(C)c1S(=O)(=O)N(CC(=O)Nc1ccc(C(F)(F)F)cc1)c1ccc(C(C)C)cc1	-4%	9%

(listing goes on)
Structure	Abeta yeast res	FUS yeast rescue
COc1ccc(CCn2c3c(c(=O)[nH]c2=O)C(NC(=O)c2ccccc2)(C(F)(F)F)C(=O)N3)cc1OC (centres undefined)	-17%	-3%
COc1ccccc1CNC(=O)CN1C(=O)CCc2cc(S(=O)(=O)N3CCOCC3)ccc21	-9%	33%
CCOc1ccc(C(c2c(O)cc(C)n(Cc3ccco3)c2=O)N2CCN(c3ccccc3)CC2)cc1 (centres undefined)	?	29%
COCCNC(=O)c1ccc(CSc2nc3ccncc3n2Cc2ccccc2)cc1	-6%	0%
Cc1cccc(N2CCN(C(=O)CN3CCSc4ccccc43)CC2C)c1 (centres undefined)	?	19%
CCCS(=O)(=O)N1CC(=O)N(c2cccc(Cl)c2C)C(C)(C(=O)NC2CCCC2)C1 (centres undefined)	-21%	10%
CC12CN3CC(C)(CN(C1)C3c1ccc(OCc3ccccc3)cc1)C2=O (centres undefined)	-10%	-4%
O=C(NCC(c1cccnc1)N1CCc2ccccc2C1)c1ccc(F)c(F)c1 (centres undefined)	10%	-17%
Cc1ccnc2nc(NC(=O)c3ccccc3Cl)nn12	-13%	-5%
CCCCN(C)S(=O)(=O)c1ccc(C(=O)Nc2sc3c(c2C(=O)OCC)CCN(C(C)C)C3)cc1	-12%	32%
COc1ccc(NC(=O)C(=O)NCCc2csc(-c3ccc(Cl)cc3)n2)cc1OC	-4%	-31%
O=C(CC1Oc2ccc(Cl)cc2NC1=O)NCc1ccccc1 (centres undefined)	-6%	9%
Cc1ccc(C(=O)c2cn(Cc3ccccc3C)c3nc(C)ccc3c2=O)cc1	-19%	25µM*
COc1ccccc1NC(=O)CSc1oc(-c2cccs2)nc1S(=O)(=O)c1ccc(Br)cc1	8%	9%
CCCCCn1c(=O)[nH]c2cc(C(=O)NC(C)CC)ccc2c1=O (centres undefined)	-9%	-23%
COc1cc(OC)c(N(C)C(=O)c2nn(C)c3c2CSc2ccccc2-3)cc1Cl	-3%	14%
CC(C)(Oc1ccc(Cl)cc1)C(=O)Nc1nnc2n1CCS2	-11%	0%
CCOc1ccc(C(=O)Nc2ccc3c(c2)OCCO3)cc1Br	-4%	11%
COc1ccc(CNC(=O)c2cc3c(=O)n(Cc4ccco4)ccc3nc2C)c(OC)c1	-34%[inhibitor]	41%
CCc1cc2c(cc3c(=O)n(CC(=O)NC(C)C)nc(CC)n32)s1	-11%	12%
CCc1ccc(NC(=O)c2nn(-c3ccc(C)cc3)c(=O)n(C)c2=O)cc1	-11%	-26%
CCCOc1ccccc1C(=O)Nc1nc2c(s1)CCCC2	-28%	6%

Reformatted with two lines to a compound: entries from further up.
Under each structure: Abeta yeast res, FUS yeast rescue
> CCOC(=O)c1noc2nc(C)n(CC(=O)NC(C)CC)c(=O)c12 (centres undefined)
→ -31%, -17%
> Cc1ccccc1-n1cc(-c2ccccc2)nc1SCC(=O)Nc1ccc(F)cc1
→ 4%, 29%
> C=Cc1ccc(Cn2c(=O)cc(C)c3c(C)nn(C)c32)cc1
→ -7%, 18%
> COc1ccccc1CNC(=O)c1cnc(N2CCCC2)nc1C
→ -2%, -4%
